NPYLR7 ag: agonists of mosquito NPYLR7 receptor, primary screen, cell-based, Aedes aegypti, calcium fluorescence, mosquito biting behavior. Aedes aegypti neuropeptide Y-like receptor 7 (NPYLR7). HEK293T NPYLR7/Galpha15, GCaMP6s calcium fluorescence. activation, % at 10 µM. actives 0.15% (n = 270,000); in the data active = activation above about 40%;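 note: 0% = vehicle and 100% = reference agonist at the receptor; some compounds past the cut are filed as inactive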
hcGAS inh: Primary biochemical luminescence assay for human cyclic GMP-AMP synthase inhibitors | Q8N884 | recombinant h-cGAS, ATP depletion, Kinase-Glo luminescence | inhibition, % at 12.5 µM | actives 0.081% (n = 290,000) | AID 1259398, 2018;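 note: 0% = vehicle reaction and 100% = reaction without DNA for no activity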
Target sequence (Q8N884 whole entry, looked up): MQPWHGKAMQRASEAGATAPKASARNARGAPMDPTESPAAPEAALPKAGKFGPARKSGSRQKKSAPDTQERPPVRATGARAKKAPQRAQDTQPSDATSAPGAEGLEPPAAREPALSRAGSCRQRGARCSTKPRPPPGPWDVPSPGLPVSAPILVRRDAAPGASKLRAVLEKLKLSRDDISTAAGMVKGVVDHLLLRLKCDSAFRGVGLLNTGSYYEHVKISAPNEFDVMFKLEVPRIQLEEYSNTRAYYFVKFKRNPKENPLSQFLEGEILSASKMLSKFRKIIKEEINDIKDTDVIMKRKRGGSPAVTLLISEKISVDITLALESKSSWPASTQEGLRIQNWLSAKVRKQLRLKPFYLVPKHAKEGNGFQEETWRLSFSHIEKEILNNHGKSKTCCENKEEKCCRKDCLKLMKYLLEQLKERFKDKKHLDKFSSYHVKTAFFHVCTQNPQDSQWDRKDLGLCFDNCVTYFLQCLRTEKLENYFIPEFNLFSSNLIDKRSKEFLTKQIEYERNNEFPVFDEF
mcGAS lum: cyclic GMP-AMP synthase inhibitors, mouse, primary biochemical chemiluminescence; recombinant cGAS, Kinase-Glo ATP depletion luminescence; inhibition, % at 12.5 µM; actives 0.15% (n = 160,000);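 note: 0% = negative control wells and 100% = reference inhibitor with no enzyme activity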
The depositor's hits bear a star. Cut-off read from the data, not from the text of the source, unless noted: active = inhibition above about 40%; inactive = the rest.

`CS(=O)(=O)CCC(NS(=O)(=O)/C=C/c1ccccc1)C(=O)NCc1nc2ccccc2s1` (stereo not given) gave NPYLR7 ag 5.6 and hcGAS inh -8.9.
`CCCCN(C)c1nc(C)nc2[nH]ccc12` gave NPYLR7 ag -3.0, hcGAS inh -9.4 and mcGAS lum -13.0.
For O=C1CC(C(F)(F)F)N(C(=O)CN2CCCC2)c2ccccc2N1 (stereo not given) the results were NPYLR7 ag 8.4, hcGAS inh -9.8 and mcGAS lum -6.3.
For CCCCCn1c(CCNC(=O)c2ccco2)nc2ccccc21 the results were NPYLR7 ag 0.2, hcGAS inh -7.1 and mcGAS lum -7.9.
Screening Cc1ccc(-n2ncc3c(=O)n(NC(=O)CCC4CCCCC4)cnc32)cc1C returned NPYLR7 ag 11.0 and hcGAS inh -2.0.
`CCCCCc1ccc(C(=O)N2CCN(c3nc4nccc(-c5cccc(C(F)(F)F)c5)n4n3)CC2)cc1` gave hcGAS inh -8.3 and mcGAS lum -6.1.
For COc1ccccc1-c1nc2cc(C)cc(C)n2c1NC(C)(C)C the results were hcGAS inh -2.1 and mcGAS lum 0.2.
`Cn1c(=O)c([N+](=O)[O-])c(N2CCN(C3CCCC3)CC2)c2ccccc21` gave NPYLR7 ag 12.7 and hcGAS inh -5.0.
Screening CNC(=O)[C@H]1C[C@]2(CCCCN(C)C2=O)N(C(=O)c2cccs2)[C@H]1c1ccco1 returned NPYLR7 ag 4.7, hcGAS inh 4.1 and mcGAS lum -4.4.
`CC1(C(=O)NCc2cccs2)CCN1Cc1ccc(-c2ccccn2)cc1` (stereo not given) gave NPYLR7 ag -8.1 and hcGAS inh 1.2.
Clc1ccc(C2CN(Cc3cc(-c4ccccn4)no3)CCO2)cc1Cl (stereo not given) was read as NPYLR7 ag 23.9 and hcGAS inh -2.1.
`Cc1cc(C)c(S(=O)(=O)Nc2ccc(-c3cn4ccc(C)nc4n3)cc2)c(C)c1` gave NPYLR7 ag 2.2 and hcGAS inh 2.2.
CCOC(=O)C1CCN(C(=O)c2csc(CSc3nnc(-c4cccs4)n3-c3cccc(C)c3)n2)CC1 was read as NPYLR7 ag -10.6, hcGAS inh 3.5 and mcGAS lum 1.8.
For O=C(NCc1cccs1)c1cccnc1N1CCN(C(=O)c2cc(F)ccc2Cl)CC1 the results were NPYLR7 ag 14.4, hcGAS inh -6.0 and mcGAS lum -9.5.
Screening CNc1cccc(-c2ccc(OC)nc2)n1 returned NPYLR7 ag 0.0 and hcGAS inh -15.2.
Screening CCOC(=O)c1cnc(-c2cccnc2)nc1NCCCN1CCOCC1 returned NPYLR7 ag -6.4, hcGAS inh -9.3 and mcGAS lum -8.4.
For CCCS(=O)(=O)NCC1CN(c2ccccc2)C(=O)O1 (stereo not given) the results were NPYLR7 ag 3.0 and hcGAS inh -3.3.
For CCOC(=O)C1=C(C)OC(=N)C(C(=O)OCC)C1c1ccncc1 (stereo not given) the results were NPYLR7 ag 8.4, hcGAS inh 3.6 and mcGAS lum -1.2.
For COc1ccc(Nc2nc(N3CCN(Cc4ccccc4)CC3)nc(N)c2[N+](=O)[O-])cc1 the results were NPYLR7 ag -0.6 and hcGAS inh -6.0.
`COCCN(CC(=O)N(Cc1cccn1Cc1ccccc1)C1CCCCC1)C(=O)c1cccc(Br)c1` gave NPYLR7 ag 28.0, hcGAS inh -4.6 and mcGAS lum -6.0.
`CCC1(C)NC(=O)N(CC(=O)c2cc(C)n(C3CC3)c2C)C1=O` (stereo not given) gave NPYLR7 ag 3.3, hcGAS inh -1.9 and mcGAS lum -3.6.
For CCCCC(=O)Nc1c(C)nc2ccc(Cl)cn2c1=O the results were NPYLR7 ag 4.8 and hcGAS inh -15.9.
Screening Cc1cc(C)c(C)c(OCc2nc(C(=O)NCC3CCCO3)cs2)c1 (stereo not given) returned NPYLR7 ag 29.1, hcGAS inh -10.6 and mcGAS lum -4.3.
`Cc1cccc(COn2cccc(C(=O)Nc3ncc([N+](=O)[O-])s3)c2=O)c1` gave NPYLR7 ag 3.7, hcGAS inh -4.5 and mcGAS lum -7.5.
CC(C)OC(=O)NN(C(=O)OC(C)C)[C@@H]1C=C(C(=O)NCC(N)=O)C[C@@H](O)[C@H]1O was read as NPYLR7 ag -7.6, hcGAS inh -3.8 and mcGAS lum -8.7.
Screening COc1ccc2c(-c3ccccc3)cc(SCCC#N)nc2c1 returned NPYLR7 ag -7.1 and hcGAS inh -1.3.
`CCn1c(=O)n(CC(=O)NC(c2nc3ccccc3[nH]2)C(C)C)c2ccccc21` (stereo not given) gave NPYLR7 ag 4.2, hcGAS inh -8.5 and mcGAS lum -12.0.
Screening CCc1nnc(NC(=O)COc2cccc3c2OC(C)(C)C3)s1 returned NPYLR7 ag 7.0 and hcGAS inh -16.6.
For CNc1nnc(SCC(=O)c2cc(C)n(C3CC3)c2C)s1 the results were NPYLR7 ag 4.1, hcGAS inh -10.2 and mcGAS lum -6.9.
`CCNC(=S)N1CCc2cc(OC)c(OC)cc2C1CNC(=O)c1cccs1` (stereo not given) gave NPYLR7 ag 6.6, hcGAS inh -2.2 and mcGAS lum -3.8.

The last 2 records of the part before lead into the next:
For CNc1nnc(SCC(=O)c2cc(C)n(C3CC3)c2C)s1 the results were NPYLR7 ag 4.1, hcGAS inh -10.2 and mcGAS lum -6.9.
`CCNC(=S)N1CCc2cc(OC)c(OC)cc2C1CNC(=O)c1cccs1` (stereo not given) gave NPYLR7 ag 6.6, hcGAS inh -2.2 and mcGAS lum -3.8.
Screening Cc1cccc(C)c1NC(=O)Nc1ccc(N2CCC(Cc3ccccc3)CC2)c(C(=O)NCC2CCCO2)c1 (stereo not given) returned NPYLR7 ag -0.4, hcGAS inh 8.2 and mcGAS lum -3.1.
Screening Clc1cccc(-c2nc3c(OCc4ccccc4)cccn3c2NC2CCCCC2)c1 returned NPYLR7 ag 2.6, hcGAS inh -4.5 and mcGAS lum -5.7.
Screening CSCCC(=O)Nc1cc(C(C)(C)C)nn1-c1cc(Cl)ccc1Cl returned NPYLR7 ag 19.6, hcGAS inh -2.3 and mcGAS lum -8.4.
For Cc1nnc2ccc(OCCNS(=O)(=O)c3ccc(OC(F)(F)F)cc3)nn12 the results were NPYLR7 ag -0.8, hcGAS inh -6.7 and mcGAS lum -9.1.
For CC(=O)c1ccc[nH]1 the results were NPYLR7 ag -6.5, hcGAS inh -3.7 and mcGAS lum -2.5.
For CCc1nc2n(n1)C(=O)C(C(c1ccc([N+](=O)[O-])cc1)N1CCCC1)S2 (stereo not given) the results were NPYLR7 ag -1.2, hcGAS inh -8.0 and mcGAS lum -6.7.
CCOC(=O)C1CCCN(C(=O)Cc2csc(NC(=O)CN(C(=O)c3ccccc3)C(C)C)n2)C1 (stereo not given) was read as NPYLR7 ag 12.8, hcGAS inh -3.8 and mcGAS lum -3.5.
CSC(C)(C)CC(C)NCC(=O)Nc1ccccc1C (stereo not given) was read as NPYLR7 ag 22.9, hcGAS inh -1.4 and mcGAS lum -6.9.
`CCCCC(=O)N1CCN(C(=O)c2cc(-c3ccc(Cl)cc3)n(-c3cccc(C)c3)c2C)CC1` gave NPYLR7 ag -0.1, hcGAS inh 0.9 and mcGAS lum -1.1.
`O=[N+](Cc1ccccc1)NOCON[N+](=O)Cc1ccccc1` gave NPYLR7 ag -5.8 and hcGAS inh -1.7.
Screening O=C(CN1C(=O)CCC1=O)Nc1c2c(nn1-c1ccccc1)CCC2 returned NPYLR7 ag 6.6 and hcGAS inh 0.7.
CCCCc1ccc(C(=O)Nc2ccc(N3CCN(c4ccccc4OC)CC3)c(C(=O)NCCN(CC)CC)c2)cc1 was read as hcGAS inh -8.6 and mcGAS lum -6.5.
Cc1c(CN2CCCC(Cn3ccnc3)C2)[nH]c2c(Cl)cccc12 (stereo not given) was read as NPYLR7 ag -0.1, hcGAS inh -7.1 and mcGAS lum -9.2.
Cn1ccc2c(-c3cncnc3)ccnc21 was read as NPYLR7 ag 4.5 and hcGAS inh 0.7.
`COCCN(CC(=O)N1CCc2sccc2C1c1ccccc1C)C(=O)c1ccc(Cl)c([N+](=O)[O-])c1` (stereo not given) gave hcGAS inh -4.8 and mcGAS lum -4.0.
Screening O=C(CCl)N(CCc1ccccc1)CCc1ccccc1 returned NPYLR7 ag -1.4 and hcGAS inh -13.5.
`CN(C)S(=O)(=O)c1cccc(C(=O)N2Cc3cc4c(cc3C3(CCCC3)C2)OCCO4)c1` gave NPYLR7 ag 1.3, hcGAS inh -7.2 and mcGAS lum -9.2.
For O=C(NC1CCN(c2ccccc2C(=O)NCc2cccnc2)CC1)c1ccc(Cl)cc1Cl the results were NPYLR7 ag 25.1, hcGAS inh -6.0 and mcGAS lum -5.8.
CC(C)CN1CCN(C(=O)C2(CCO)CC23CCOCC3)CC1 (stereo not given) was read as hcGAS inh -11.3 and mcGAS lum -6.4.
For COc1cccc(NC(=O)N2CCC3(CC2)C(=O)N(CC(=O)NCCc2ccccc2OC)CN3c2ccccc2)c1 the results were NPYLR7 ag 22.5, hcGAS inh -10.3 and mcGAS lum -7.0.
Screening O=C(Nc1ccccc1F)N1CCC(CO)(Cc2cccc(F)c2)CC1 returned NPYLR7 ag -8.2, hcGAS inh -5.6 and mcGAS lum -5.2.
Screening O=c1c(SCc2ccccc2F)nccn1-c1ccc(F)c(F)c1 returned NPYLR7 ag 2.7, hcGAS inh 5.8 and mcGAS lum 0.2.
For Cc1ccc2nc(C)c(NC(=O)CCC3CCCCC3)c(=O)n2c1 the results were NPYLR7 ag -1.2 and hcGAS inh -0.5.
COc1ccc(NC(=O)C2(C#N)CCCCC2)cc1Cl was read as NPYLR7 ag -15.5 and hcGAS inh -11.1.
`O=C(c1ccc(OC(F)(F)F)cc1)N1CCN(CCCOC(c2ccc(Cl)cc2)c2ccc(Cl)cc2)CC1` gave NPYLR7 ag 4.2, hcGAS inh -5.3 and mcGAS lum -7.2.
Screening Cc1cc(NCc2cc(=O)n3ccsc3n2)ccc1Br returned NPYLR7 ag -1.9 and hcGAS inh 2.7.
For COC(=O)Cn1c(=NC(=O)c2ccnn2C)sc2cc(S(N)(=O)=O)ccc21 the results were hcGAS inh 4.1 and mcGAS lum -3.2.
`CCN(CC)S(=O)(=O)c1ccc2c(c1)nc(SCc1cccc(Cl)c1F)n2C(C)C` gave NPYLR7 ag -9.5, hcGAS inh -4.6 and mcGAS lum -6.0.
For O=C(NCC1CCCN(C(=O)NCCc2ccccc2)C1)c1cc2ccccc2[nH]1 (stereo not given) the results were NPYLR7 ag 11.5, hcGAS inh -5.6 and mcGAS lum -8.2.
For COCCN(Cc1nccn1Cc1c(F)cccc1Cl)C(=O)CCc1ccccc1 the results were NPYLR7 ag 3.1, hcGAS inh -0.4 and mcGAS lum -3.8.
For CC1(C)C2CCC1(C)C(NC(=O)Cc1csc(-c3cccnc3)n1)C2 (stereo not given) the results were NPYLR7 ag -6.0 and hcGAS inh -3.0.
CC(C)(Oc1ccc(Cl)cc1)C(=O)OCCOC(=O)c1cccnc1 was read as NPYLR7 ag 4.2, hcGAS inh -7.6 and mcGAS lum -7.3.
Screening Cc1cccc(CO[C@]2(C(=O)NCCN3CCOCC3)CC(OCc3ccccc3F)[C@@H]3OC(C)(C)O[C@@H]3C2)c1 (stereo not given in full) returned NPYLR7 ag 4.0, hcGAS inh 4.3 and mcGAS lum -4.3.
For CCCCOC(=O)N1CCc2c(nc(-c3cccnc3)[nH]c2=O)C1 the results were hcGAS inh -5.9 and mcGAS lum -13.3.
CCn1cc(C(=O)NCCc2ccc(Cl)cc2)c(S(=O)(=O)N2CCCCC2)n1 was read as NPYLR7 ag -8.1, hcGAS inh 1.7 and mcGAS lum 0.6.
Cc1cccc(N2CCN(Cc3cc([N+](=O)[O-])cc4c3OCOC4)CC2)c1 was read as NPYLR7 ag -0.8, hcGAS inh -1.2 and mcGAS lum -3.6.
O=C(NN1C(=O)CSC1=S)c1ccc(OC(F)F)cc1 was read as NPYLR7 ag 4.1 and hcGAS inh -5.8.
Screening Cc1ncc(COC(=O)Cc2c(Cl)cccc2Cl)s1 returned NPYLR7 ag 8.6, hcGAS inh -9.5 and mcGAS lum -15.0.
For CSc1ccccc1OCc1cc(C(=O)NCC(C)Oc2cccnc2)no1 (stereo not given) the results were NPYLR7 ag 12.8, hcGAS inh -6.0 and mcGAS lum -2.4.
CCC1(C)NC(=O)N(N=Cc2cc(C)n(CC(C)C)c2C)C1=O (stereo not given) was read as NPYLR7 ag 5.2, hcGAS inh -0.6 and mcGAS lum -5.8.
Screening CCC1CN(C(=O)c2ccc3cccnc3n2)CCC(=O)N1Cc1ccccc1 (stereo not given) returned NPYLR7 ag -1.4, hcGAS inh 0.6 and mcGAS lum 0.9.

Molecules shown so far that contain an aryl thioether with sulfur outside any ring:
CCOC(=O)C1CCN(C(=O)c2csc(CSc3nnc(-c4cccs4)n3-c3cccc(C)c3)n2)CC1 was read as NPYLR7 ag -10.6, hcGAS inh 3.5 and mcGAS lum 1.8.
Screening COc1ccc2c(-c3ccccc3)cc(SCCC#N)nc2c1 returned NPYLR7 ag -7.1 and hcGAS inh -1.3.
For CNc1nnc(SCC(=O)c2cc(C)n(C3CC3)c2C)s1 the results were NPYLR7 ag 4.1, hcGAS inh -10.2 and mcGAS lum -6.9.
Screening O=c1c(SCc2ccccc2F)nccn1-c1ccc(F)c(F)c1 returned NPYLR7 ag 2.7, hcGAS inh 5.8 and mcGAS lum 0.2.
`CCN(CC)S(=O)(=O)c1ccc2c(c1)nc(SCc1cccc(Cl)c1F)n2C(C)C` gave NPYLR7 ag -9.5, hcGAS inh -4.6 and mcGAS lum -6.0.
For CSc1ccccc1OCc1cc(C(=O)NCC(C)Oc2cccnc2)no1 (stereo not given) the results were NPYLR7 ag 12.8, hcGAS inh -6.0 and mcGAS lum -2.4.
